# Screens deposited in PubChem BioAssay by Sanford-Burnham Center for Chemical Genomics.
# PfG6PD inh: PfG6PD (Plasmodium falciparum) enzyme inhibition | actives 0.78% (n = 350,000) | PfGluPho enzyme, NADPH resazurin-diaphorase fluorescence | AID 504690 | inhibition, % at 20 µM;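 active = inhibition reaching at least a set limit at 20 µM in the primary screen, cut at about 59% in these data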;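 also: 0% = DMSO wells with substrate and 100% = DMSO wells lacking glucose-6-phosphate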
# SENP1 FRET inh: SENP1 (human) catalytic domain inhibition | Q9P0U3 | recombinant SENP1 catalytic domain, CyPet-SUMO1-YPet FRET cleavage | inhibition, % at 10 µM | actives 0.21% (n = 360,000) | AID 624204;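 active = inhibition at least 30% at 10 µM, raw YFP signal under a set limit, fluorescence ratio 0.5 to 1.5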;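 also: 0% = enzyme with DMSO and 100% = no enzyme wells; some results filed as inactive read as strong as hits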
#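 Controls: no-enzyme wells low, DMSO-plus-enzyme wells high control. Test system: human recombinant His6-tagged SENP1 catalytic domain enzyme. Reagent: SFCypet-SUMO1-SFYpet FRET protein substrate, 25 nM final. Doses: one dose per compound, 10 µM, 0.5% DMSO. Detection: FRET, CFP and YFP emission. Timing: 50 min reaction at room temperature.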
# SENP8 block-1: inhibitors of human SENP8 protease | Q96LD8 | purified SENP8, Z-RLRGG-aminoluciferin cleavage, luminescence | inhibition, % at 10 µM | AID 2540 | actives 1.2% (n = 330,000); in the data active = inhibition above about 50%
# SENP6 block: inhibitors of human SENP6 protease; Recombinant SENP6 catalytic domain, aminoluciferin luminescence; inhibition, % at 10 µM; actives 1.8% (n = 330,000); AID 2599;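 active = inhibition above about 50% at the single tested dose, limit read from the data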;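 also: plate controls were DMSO wells with enzyme for no effect and DMSO wells lacking enzyme for full effect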
# Apaf-1 inh: inhibitors of human Apaf-1 apoptosome. reconstituted apoptosome caspase-3 activity, DEVD-Rh110 fluorescence. actives 0.71% (n = 330,000). O14727. inhibition, % at 20 µM; active = inhibition of at least 40% at 20 µM;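 also: plate controls were DMSO wells for no effect and DEVD-CHO caspase inhibitor wells for full effect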
# Target sequence (O14727 whole entry, looked up): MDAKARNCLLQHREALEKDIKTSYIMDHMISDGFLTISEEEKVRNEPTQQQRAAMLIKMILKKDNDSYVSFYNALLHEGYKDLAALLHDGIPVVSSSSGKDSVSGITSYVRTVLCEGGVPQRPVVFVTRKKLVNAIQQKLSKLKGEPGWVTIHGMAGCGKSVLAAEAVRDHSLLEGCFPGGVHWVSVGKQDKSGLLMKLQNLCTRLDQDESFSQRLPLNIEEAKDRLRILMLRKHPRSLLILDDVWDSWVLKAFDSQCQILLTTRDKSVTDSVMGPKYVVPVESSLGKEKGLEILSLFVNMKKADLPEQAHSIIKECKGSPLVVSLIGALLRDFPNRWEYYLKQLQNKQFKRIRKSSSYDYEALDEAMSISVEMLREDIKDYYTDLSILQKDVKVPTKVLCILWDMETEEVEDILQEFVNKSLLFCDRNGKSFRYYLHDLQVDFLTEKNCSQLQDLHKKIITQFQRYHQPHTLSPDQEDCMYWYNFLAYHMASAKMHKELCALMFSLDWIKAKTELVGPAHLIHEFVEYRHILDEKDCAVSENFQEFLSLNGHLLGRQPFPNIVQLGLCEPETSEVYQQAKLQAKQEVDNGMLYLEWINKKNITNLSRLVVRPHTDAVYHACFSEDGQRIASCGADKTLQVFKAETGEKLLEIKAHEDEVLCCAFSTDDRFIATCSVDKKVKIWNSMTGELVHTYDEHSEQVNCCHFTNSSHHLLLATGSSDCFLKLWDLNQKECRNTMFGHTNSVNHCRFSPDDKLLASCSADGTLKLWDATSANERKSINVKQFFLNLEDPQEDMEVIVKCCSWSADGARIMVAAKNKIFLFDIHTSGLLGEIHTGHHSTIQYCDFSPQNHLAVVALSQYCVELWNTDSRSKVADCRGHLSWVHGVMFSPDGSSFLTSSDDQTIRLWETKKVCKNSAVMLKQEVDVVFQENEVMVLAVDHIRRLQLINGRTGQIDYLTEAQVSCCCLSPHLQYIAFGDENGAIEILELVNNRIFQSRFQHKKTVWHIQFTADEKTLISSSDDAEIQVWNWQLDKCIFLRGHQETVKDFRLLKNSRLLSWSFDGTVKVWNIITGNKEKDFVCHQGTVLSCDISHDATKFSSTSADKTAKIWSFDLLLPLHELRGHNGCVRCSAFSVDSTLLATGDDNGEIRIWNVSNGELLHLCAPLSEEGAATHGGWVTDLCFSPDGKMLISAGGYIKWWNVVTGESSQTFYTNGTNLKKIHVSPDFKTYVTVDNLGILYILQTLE
#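 System: reconstituted apoptosome with Apaf-1, cytochrome c, caspase-9, procaspase-3, dATP; Signal: Rh110 fluorescence intensity; Schedule: 30 min compound preincubation, 50 min activation, room temperature; Reagent: cytochrome c trigger plus (Z-DEVD)2-Rh110 caspase-3 substrate.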
# HKDC1 inh: blocks human hexokinase HKDC1 activity | Q2TB90 | recombinant HKDC1, G6PDH/diaphorase resazurin coupled fluorescence | inhibition, % at 20 µM | actives 0.16% (n = 340,000);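 active = inhibition above about 35% when tested at 20 µM, limit read from the data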;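 also: plate controls were DMSO wells with enzyme for no effect and DMSO wells lacking enzyme for full effect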
#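 Assay system – recombinant HKDC1 (HK5) hexokinase enzyme, produced in-house · Input – HKDC1 at 5 µg/mL · Reagent – glucose plus 1 mM ATP as hexokinase substrates · Timing – 90 min reaction incubation at room temperature, dark · Measured by – G6PDH/diaphorase-coupled fluorescence, 1 mM NADP, 100 µM resazurin, 525/613 nm · Benchmarks – DMSO-enzyme wells negative, buffer-substituted wells positive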
# SENP8 block-2: blocks human SENP8 cleavage of Nedd8 substrate | recombinant SENP8, Nedd8 substrate fluorescence | Q96LD8 | AID 602440 | inhibition, % at 20 µM | actives 0.64% (n = 360,000); in the data active = inhibition mostly above about 40%, no sharp cut-off; inactive = mostly below about 27%
# SENP7 block: SENP7 protease inhibition; AID 434973; Q9BQF6; actives 1.5% (n = 330,000); recombinant SENP7, Z-RLRGG-aminoluciferin luminescence, 40 min; inhibition, % at 5 µM;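 active = inhibition above about 50% at the single test dose, limit read from the data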;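 also: plate controls were DMSO with enzyme for no effect and no enzyme buffer wells for full effect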
# NALP3 yeast inh: NALP3 inhibition in yeast. inhibition, % at 10 µM. AID 2825. actives 0.39% (n = 330,000). Yeast reconstituted NLRP3/ASC/caspase-1, beta-gal luminescence, 24 h;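 active = inhibition of 50% or more; inactive = inhibition below 50%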;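 also: plate controls were induced DMSO wells for no effect and uninduced yeast grown without galactose for full effect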
# The depositor's hits bear a star; i = inactive; . = no result given.
canonical_smiles	PfG6PD inh	SENP1 FRET inh	SENP8 block-1	SENP6 block	Apaf-1 inh	HKDC1 inh	SENP8 block-2	SENP7 block	NALP3 yeast inh
CCOCCCNC(=O)c1cn(CC)c2ccc(S(=O)(=O)N3CCCC3)cc2c1=O	-19	1	14	9	-9	3	3	5	1
Cc1nc(Cl)sc1C(=O)Nc1ccc(F)cc1	4	-9	.	.	.	-4	10	.	.
O=C(COC(=O)c1ccc(Br)cc1)NCc1ccc(F)cc1	18	2	3	18	-12	-3	13	5	14
COc1ccc2c(c1)CCc1c(C(=O)NCCc3ccc(OC)c(OC)c3)noc1-2	3	1	6	6	0	-4	18	3	10
O=C(O)C1CCCN1C(=O)c1cccs1 (stereo not given)	12	1	1	-8	2	-3	19	5	3
CCC(C)NC(=O)C1CC(=O)N(CCc2ccc(F)cc2)C1 (stereo not given)	-23	2	-6	0	3	-8	22	-14	14
COc1ccc([C@H]2C=C3CN(C(=O)OC(C)(C)C)S(=O)(=O)[C@H]3C[C@H]2OC(=O)c2ccc(C(F)(F)F)cc2)cc1	-6	-2	1	-12	9	-7	17	3	13
CCc1nc2ccccc2c(=O)n1NC(=O)c1c(O)c2ccccc2[nH]c1=O	-18	0	2	-11	-2	0	-24	-9	14
COc1ccc(CCNC(=O)CC(C)(C)CC2=NS(=O)(=O)c3ccccc3N2)cc1OC	6	2	-10	-12	1	-6	9	7	23
Cc1ccc(/C=C2/C(=N)N3N=C(CC(=O)N4CCCC4)SC3=NC2=O)o1	-29	-5	2	7	0	-1	-6	3	-7
COc1cc(/C=C/C(=O)OCC(=O)NC(=O)NC23CC4CC(CC(C4)C2)C3)ccc1OCC#N	40	1	1	-12	18	-6	-61	2	7
Nc1ccc(Br)cc1-c1nc2ccccc2[nH]c1=O	-5	4	-5	-17	-13	3	20	-5	54*
CCCN(CC(=O)Nc1ccccc1OC)C(=O)Cn1c(=O)oc2ccccc21	7	2	.	.	.	-6	-2	.	.
Nc1c(-c2ccccc2)sc2ccc3ccccc3[n+]12	41	9	3	-25	-7	-5	21	2	-7
COc1ccc(CC(=O)NNS(=O)(=O)c2ccc(F)cc2)cc1	-15	0	-3	-20	-12	-6	5	-11	16
CCOC(=O)c1sc(NC(=O)c2cc3c(s2)CCC(C)C3)nc1C (stereo not given)	-13	-18	7	20	6	-5	-376	11	8
COc1ccc2c(c1OC)C(=O)N1c3ccccc3C(=O)N(c3ccccc3F)C21 (stereo not given)	-12	-1	-6	-27	3	2	18	-4	3
CSc1ccccc1C(=O)NCCSc1ccccc1	-6	2	0	26	2	12	13	5	28
CCC(C)(C)C1CCC(NC(=O)c2ccc(S(=O)(=O)N3CCOCC3)cc2)CC1 (stereo not given)	16	0	0	-8	12	11	-1	-3	15
CN(C)S(=O)(=O)c1cccc(NC(=O)COC(=O)c2ccc([N+](=O)[O-])o2)c1	29	-1	1	11	-5	-4	18	1	9
COc1ccc(/C=C/C(=O)NC(=S)NN2CCCCC2c2cccnc2)cc1OC (stereo not given)	19	-3	2	-11	-8	15	-332	6	-3
COc1ccccc1NC(=O)c1nn(-c2ccc(F)c(F)c2)ccc1=O	-10	1	-11	-16	-6	-3	20	6	7
Cc1ccc(CNC(=O)c2cc3c(=O)n4ccccc4nc3n(Cc3ccco3)c2=N)cc1	30	-21	-3	1	14	9	i	4	5
Cc1cc(C)c(C#N)c(SCC(=O)Nc2ccccc2)n1	-6	0	4	-10	1	-6	-6	6	15
COc1ccc(-n2nc(C(=O)NCC(=O)N3CCN(c4cccc(Cl)c4)CC3)c3ccccc3c2=O)c(OC)c1	13	2	5	-6	18	4	-39	-3	13
CCn1cc(/C=C/C(=O)c2ccc(O)cc2)c(C)n1	21	0	-14	0	-15	16	-33	0	16
Cc1cc(=O)oc2c(C)c(OCC(=O)Nc3cccnc3)ccc12	-3	-1	-9	-6	-5	5	-76	3	11
O=C1/C(=C\c2ccc(O)c(O)c2)SC(=S)N1Cc1ccccc1	-37	-26	47	55*	20	0	36*	-8	35
Cc1cc(C)c(C(=O)c2ccccc2)c(C)c1	-6	2	.	.	.	-4	5	.	.
Nc1ncnc2c1ncn2[C@@H]1O[C@H](CNCc2ccc(-n3cccn3)cc2)[C@@H](O)[C@H]1O	-7	2	-1	12	-5	-2	10	7	-4
COc1ccccc1NC(=O)C(C)N1C(=O)C2CCCCC2C1=O (stereo not given)	-8	2	-22	-17	6	-7	5	-11	0
O=C(O)c1cn(CCOc2ccccc2Cl)c2ccccc12	-9	3	-8	8	13	-5	0	-1	14
O=C1COc2ccc(S(=O)(=O)CCC(=O)NC3CCCCC3)cc2N1	-1	-6	-8	12	-4	-8	-23	8	18
COC(=O)COc1ccc(S(=O)(=O)Nc2ccc3c(c2)OCCO3)cc1Cl	-16	-2	-3	-18	4	-2	10	7	12
NS(=O)(=O)c1ccc(NC(=O)CSc2nnc(C3CC3)n2C2CC2)cc1	6	2	3	-12	-4	-5	5	2	12
COc1ccc(CC(=O)O/N=C(\N)Cc2cccc3ccccc23)cc1OC	7	1	-11	-5	19	-10	3	-6	-12
O=C(NC(=S)N1CCN(c2ccc(Cl)cc2[N+](=O)[O-])CC1)c1ccco1	-2	0	-10	-16	9	-8	17	-3	3
CN(C)c1cc(N/N=C\c2ccccc2)nc(N(C)C)n1	17	1	34	76*	95*	8	51*	71*	21
COCCN(CC(=O)Nc1cccc(C)c1C)C(=O)c1ccc2c(c1)OCO2	6	-6	7	0	-6	-6	12	-2	22
CC(C)(C)c1csc(NC(=O)CSC2=NCCS2)n1	9	-2	-3	0	5	6	10	4	26
Oc1ccc(Nc2nc(N3CCCC3)c3ccccc3n2)cc1	-1	0	-9	-12	22	-5	10	-4	8
CCOc1ccc(CCNC(=O)CN(C)S(=O)(=O)c2ccc3c(c2)CCC(=O)N3)cc1OCC	0	1	4	-6	-4	-9	5	1	-1
NCCCCCNC(=O)/C=N\O	4	1	0	-16	4	-3	2	-3	15
CCNc1nc(NCC)nc(SCCOc2ccc(C)cc2)n1	1	-3	-8	-4	23	-6	10	-13	28
Cc1ccc(-c2noc(CN(C)C(=O)c3ccc(Br)o3)n2)cc1	11	1	-8	-9	16	-3	6	11	30
C=CCn1c(=NC(=O)c2ccco2)sc2cc(C(=O)OC)ccc21	-10	-8	-5	-1	1	6	-397	-3	20
O=C(NCCc1c[nH]c2ccccc12)c1ccco1	-8	-1	-3	-4	6	-5	-10	2	10
C=CCOC(=O)C1=C(C)NC(SC)=C(C#N)C1c1cccs1 (stereo not given)	-3	2	2	-3	-1	8	-61	-1	-6
S=C(NCCCc1ccccc1)Nc1ccccc1Cl	11	0	1	11	-3	-4	0	9	11
CCN(CC)S(=O)(=O)c1cc(NC(=O)CSc2nnc(N)s2)ccc1C	5	1	-5	11	-5	-3	11	5	0

# Next section
canonical_smiles	PfG6PD inh	SENP1 FRET inh	SENP8 block-1	SENP6 block	Apaf-1 inh	HKDC1 inh	SENP8 block-2	SENP7 block	NALP3 yeast inh
CCOc1ccc(CNCCc2ccc(S(N)(=O)=O)cc2)cc1	6	2	-1	-15	-3	-3	11	0	-4
Cc1c(NC(=O)c2cc(-c3cccc(Cl)c3)on2)c(=O)n(-c2ccccc2)n1C	-20	-1	0	-7	10	-7	11	-4	14
COc1ccc(CCNC(=O)CN(c2ccc(OC)cc2)S(C)(=O)=O)cc1	-3	3	-4	5	2	-2	15	5	13
O=C(C1CCC1)N1CCc2cc(S(=O)(=O)NCc3cccnc3)ccc21	-9	-1	-5	-6	-3	-4	30	8	20
COc1ccccc1NS(=O)(=O)c1ccc(C(=O)NCc2ccc(S(N)(=O)=O)cc2)cc1	2	1	-17	-9	7	0	16	-4	8
O=C(c1ccc([N+](=O)[O-])cc1)N1CCN(c2ncc(Br)cn2)CC1	4	0	-6	-37	4	1	13	-10	-4
O=C(CCCc1nc(-c2ccccc2)no1)Nc1cccnc1	14	1	4	-16	3	1	11	-10	0
COc1ccc(S(=O)(=O)NCCC(=O)NC(C)c2ccccc2)cc1 (stereo not given)	-6	-1	6	-15	-14	-9	10	-1	11
COc1ccccc1NC(=S)NC(=O)CC(C)C	2	2	2	-29	5	3	14	3	23
COc1ccccc1CCc1nnc(CCC(=O)NCC(C)Oc2cccnc2)o1 (stereo not given)	-15	3	-11	-8	-7	0	11	-2	3
CCOC(=O)c1cnn(-c2ccc([N+](=O)[O-])cc2)c1N	-10	1	0	-3	-5	-7	17	6	27
CCS(=O)(=O)N1CCCC(C(=O)NCCCOC)C1 (stereo not given)	-5	0	3	5	-12	-4	33	-8	15
CCOc1ccc2[nH]c(=O)c(CN(Cc3ccco3)C(=O)c3cccc(F)c3)cc2c1	-4	-3	3	-1	7	-1	i	0	18
Cc1ccc(C(C(=O)NCc2ccc(F)cc2)N(Cc2ccco2)C(=O)c2snc(C(N)=O)c2N)o1 (stereo not given)	14	-11	1	-2	11	-1	-299	5	18
Cn1c(SCC(=O)N/N=C/c2cccnc2)nnc1-c1ccccc1	-12	2	-9	-20	-6	0	29	0	5
CC(C)n1cnc2c(Nc3ccc(F)c(Cl)c3)nc(NCCO)nc21	17	-5	-5	0	4	1	-17	3	4
CC(=O)N1N=C(c2ccc(C(C)(C)C)cc2)OC1(C)C	13	1	5	1	2	-5	-223	14	4
Clc1ccc(-c2nnc(C3CCCCC3)o2)cc1	5	1	-7	0	7	-4	3	-1	-4
Cc1ccccc1OCC(=O)Nc1ccccc1C(=O)N1CCCCC1	2	1	-1	-13	-11	-4	6	1	-5
CN(C)/C(=N\S(=O)(=O)c1ccc(Br)cc1)c1ccccc1	-8	-1	10	0	-14	5	20	-8	27

# Reformatted: entries from further up.
# Every second line gives: PfG6PD inh	SENP1 FRET inh	SENP8 block-1	SENP6 block	Apaf-1 inh	HKDC1 inh	SENP8 block-2	SENP7 block	NALP3 yeast inh
Clc1ccc(-c2nnc(C3CCCCC3)o2)cc1
  5	1	-7	0	7	-4	3	-1	-4
Cc1ccccc1OCC(=O)Nc1ccccc1C(=O)N1CCCCC1
  2	1	-1	-13	-11	-4	6	1	-5

# Additional results:
canonical_smiles	PfG6PD inh	SENP1 FRET inh	SENP8 block-1	SENP6 block	Apaf-1 inh	HKDC1 inh	SENP8 block-2	SENP7 block	NALP3 yeast inh
O=C(Nc1ccccc1Br)c1ccc2nccnc2c1	7	-1	14	23	10	-6	2	16	20
O=C(Cc1ccc2c(c1)OCCO2)N1CCN(S(=O)(=O)c2cccc(C(F)(F)F)c2)CC1	-14	-2	7	-5	0	-8	10	10	8
COc1ccccc1CN(Cc1ccco1)S(=O)(=O)c1ccc(-n2cnnn2)c(OC)c1	5	-2	-2	-43	21	15	7	-15	2
C=CCN1c2ccccc2[C@]23C[C@@H](C(=O)OC)N(C(=O)NCCC)C2=NC(C(=O)OC)=C(C(=O)OC)[C@H]13	3	1	-5	-11	13	-1	13	7	9
CC(C)C(NC(=O)C1CCCCC1)C(=O)Nc1ccc2c(c1)OCCO2 (stereo not given)	-3	3	5	1	19	-3	15	3	11
